# Source: PubChem BioAssay (National Center for Advancing Translational Sciences (NCATS))
# GLP1R ag – activates the human GLP-1 receptor. P43220. HEK293 GLP-1R CRE-luciferase, luminescence, 4-6 h; cells express a hypersensitive GLP-1R form. Potency, µM (top dose mostly 45.6 µM), for inactives: at the highest dose activation, usual class: activators. hit rate 0.007% among 380,000; further: % of control where 0% means no effect
# Target sequence (P43220 whole entry, looked up): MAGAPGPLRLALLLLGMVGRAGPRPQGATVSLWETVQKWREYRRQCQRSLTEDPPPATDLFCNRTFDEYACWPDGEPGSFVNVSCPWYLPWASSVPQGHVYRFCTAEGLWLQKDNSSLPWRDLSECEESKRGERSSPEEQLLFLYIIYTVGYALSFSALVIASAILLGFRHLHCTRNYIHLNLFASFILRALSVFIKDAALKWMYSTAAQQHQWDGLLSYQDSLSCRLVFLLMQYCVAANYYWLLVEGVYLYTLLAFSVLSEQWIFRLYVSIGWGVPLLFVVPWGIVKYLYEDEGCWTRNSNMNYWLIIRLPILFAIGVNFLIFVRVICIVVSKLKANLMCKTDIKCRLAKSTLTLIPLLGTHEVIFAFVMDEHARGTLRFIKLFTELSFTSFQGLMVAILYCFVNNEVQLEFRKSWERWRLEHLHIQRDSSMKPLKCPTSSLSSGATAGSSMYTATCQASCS
# HT1080NT lethal – kills 2HG-producing HT-1080-NT fibrosarcoma cells | HT-1080-NT fibrosarcoma viability, CellTiter-Glo ATP luminescence, 48 h | Potency, µM (titrated, usually from 46.1 µM), for inactives: top-dose activity, negative = less viability, most hits filed as cytotoxic | hit rate 1.6% among 360,000;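 further: NT is the 2HG producing partner of a matched IDH1 knockdown line; 0% = DMSO-treated cells and -100% = media-only wells without cells; nearly all actives have a fitted effect of over 55% in size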
#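 Fibrosarcoma NT cells, 750 per well in 5% FBS RPMI, were exposed to compound for 48 hours. Viability: CellTiter-Glo luminescence.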
# GLP1R cytotox – cytotoxic in the GLP-1 receptor inverse agonist counter-screen | Potency, µM (highest dose often 38.3 µM), without a hit: top-dose activity change, negative = inhibition, most hits filed as inhibitors | AID 624418 | HEK293 cAMP-luciferase reporter cells, luminescence, 24 h | hit rate 0.13% among 410,000;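 further: loss of luciferase light is scored as toxicity; on the % scale 0 is the no-effect control and ±100 the full control effect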
#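 Step one: seed cells (200 cells/uL, DMEM with 10% Nu serum, 1% pen-strep). Step two: 12-hour incubation at 37 deg C. Step three: pin 23 nL compound, incubate 24 hr. Step four: add luciferase reagent, read luminescence 12 min later.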
# HT1080 IDH1KD tx – toxicity to HT-1080 IDH1 knockdown cells (counter line). HT-1080 IDH1 knockdown viability, ATP luminescence, 48 h. Potency, µM (doses to about 46.1 µM), inactives show at the top dose activity, negative = toxicity, usual class: cytotoxic. hit rate 2% among 360,000. AID 686971;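 further: 0% = DMSO wells and -100% = cell-free medium wells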
#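 CellTiter-Glo luminescence after 48 h compound exposure at 37 degrees C of IDH1-knockdown HT-1080 cells in 5% FBS RPMI. %Activity scaled between DMSO wells and cell-free media wells, with curves fitted and assigned curve classes.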
# SW480 rereplic – induces DNA re-replication in SW480 colon adenocarcinoma cells. SW480 DNA re-replication, Hoechst DNA content imaging, 48 h. Potency, µM (series often up to 46.1 µM), for the others: at the highest dose re-replication activation, actives largely listed as activators. hit rate 1.8% among 340,000; further: % of control where 0% means no effect; nearly all actives have a fitted effect of over 55% in size
#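 Per well, 250 cells were exposed to pinned compound for 48 hr. Nuclear DNA was visualised with Hoechst (40 min, 37 C) and total object intensity recorded by fluorescence scanning.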
# GLP1R inv ag – inverse agonists of human GLP-1 receptor; hit rate 1.6% among 410,000; HEK293 GLP-1R CRE-luciferase, luminescence, 24 h; GLP-1R form is constitutively active; Potency, µM (highest dose often 38.3 µM), without a hit: at the top dose activity change, negative = inhibition, usual class: inhibitors; further: on the % scale 0 is the no-effect control and ±100 the full control effect; nearly all actives have a fitted effect of over 55% in size
#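 GLP-1R inverse agonism mode: basal reporter luminescence in engineered HEK293 cells measured after one day of compound exposure at 37 deg C, with a 12 min room-temperature detection step.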
# KB-3-1 cytotox – kills parental KB-3-1 adenocarcinoma cells; KB-3-1 viability, CellTiter-Glo ATP luminescence, 72 h; Potency, µM (top dose mostly 46.1 µM), inactives show at the top dose activity change, negative = cytotoxic, hits mostly cytotoxic; hit rate 1.4% among 400,000; further: on the % scale 0 is the no-effect control and ±100 the full control effect; nearly all actives have a fitted effect of over 60% in size
#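 Parental KB-3-1 viability, qHTS format: 72 h compound exposure, 37 °C; CellTiter-Glo; media-only wells and DMSO plates as controls; concentration-effect fits on corrected data.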
# TDP-43 yeast inh – rescues yeast growth from TDP-43 toxicity; TDP-43 expressing yeast growth rescue, BacTiter-Glo, 24 h; Potency, µM (titrated, usually from 46.1 µM), for the others: top-dose growth rescue (activation), usual class: activators; hit rate 1.8% among 410,000; further: % of control where 0% means no effect; nearly all actives have a fitted effect of over 50% in size
#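 Cell-based yeast growth screen: TDP-43 expression induced in galactose, inoculum OD600=0.02 after raffinose pregrowth to mid-log. Read-out BacTiter-Glo luminescence at 24 hr, 30 deg C; inhibition of toxicity seen as signal increase.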
# KB-V1 MDR tox – kills drug-selected multidrug resistant KB-V1 cells; KB-V1 MDR cells viability, CellTiter-Glo, 72 h; Potency, µM (doses to about 46.1 µM), inactives show top-dose activity change, negative = cytotoxicity, usual class: cytotoxic; hit rate 3.4% among 400,000; AID 1347076; further: on the % scale 0 is the no-effect control and ±100 the full control effect; nearly all actives have a fitted effect of over 60% in size
#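 In this primary screen, KB-V1 cells overexpressing P-gp are incubated with library compounds (lowest to highest concentration) for 72 h at 37 degrees C before a luminescent ATP viability read.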
# * hit, by the source's call; ? = inconclusive; . = no result given; [ ] = dose if it differs, or a comment. The call rests on the fitted dose curve; in most records, active means well fitted curve in the direction sought with a large enough effect; inconclusive means small, poorly fitted or top-dose-only effect, or another doubt; inactive means no such curve, though single readings can be large; an effect the other way counts as inactive or inconclusive. Potency means the concentration at half of the fitted maximal effect. Compounds as they come. About 9.4% of those tested had a hit in this group.
SMILES,GLP1R ag,HT1080NT lethal,GLP1R cytotox,HT1080 IDH1KD tx,SW480 rereplic,GLP1R inv ag,KB-3-1 cytotox,TDP-43 yeast inh,KB-V1 MDR tox
FC(F)(F)c1cccc(-c2nnc(-c3ccccc3)c(N3CCOCC3)n2)c1,13%,-21%[9.24 µM],-12%,-28%,10%,0%,-3%,?,-23%
CCCn1c(=O)c2ccccc2n2c(SCC(=O)N3CCc4ccccc4C3)nnc12,5%,1%,5%,-3%,-3%,9%,-6%,-19%,2.9µM*
CC(C)(Oc1ccc(Cl)cc1)C(=O)NCCCn1ccnc1,8%,1%,0%,-3%[9.24 µM],-3%,-16%,-11%,-16%,-8%
COc1ccc([N+](=O)[O-])cc1NCc1ccccc1C,5%,-15%,3%,?,?,?,4%,-12%,-1%
O=C(CCCOc1ccc(Cl)cc1Cl)N/N=C/c1ccccc1O,-4%,?,?,?,?,4.5µM*,0%,?,0%
COc1ccc(-n2ncc3c(=O)n(CC(=O)NC(C)C)cnc32)cc1,-5%,-2%,6%,7%,-5%,4%,0%,5%,2%
O=C(Nc1ccc(C(=O)O)cc1)/C(=C\c1ccc([N+](=O)[O-])cc1)NC(=O)c1ccco1,-1%,9%,0%,3%,.,12%,2%,1%,42%
Cc1ccccc1-n1cc(CNC(=O)C2CCC(=O)N(C3CC3)C2)cn1 (stereo not given),5%,-3%,-8%,-2%,2%,15%,-4%,7%,6%
CC(C)CCN1CCN(Cc2cccn2-c2cccnc2)CC1CCO (stereo not given),-2%,-3%,8%,-4%,2%,19%,-1%,-2%,-3%
O=C(NC(Cc1ccccc1)C(=O)N1CCCCCC1)c1ccccc1 (stereo not given),4%,19%,23%,15%,1%,?,-3%,-1%,-19%

# Records above printed as active in GLP1R inv ag.
structure,GLP1R ag,SW480 rereplic,GLP1R inv ag
O=C(CCCOc1ccc(Cl)cc1Cl)N/N=C/c1ccccc1O,-4%,?,4.5µM*

# The list continues:
SMILES,GLP1R ag,HT1080NT lethal,GLP1R cytotox,HT1080 IDH1KD tx,SW480 rereplic,GLP1R inv ag,KB-3-1 cytotox,TDP-43 yeast inh,KB-V1 MDR tox
COCCNc1nc(Oc2cccc3ccccc23)c2sccc2n1,17%,?,4%,?,.,-21%,0%,16µM*,4%
Cc1cnc(NC(=O)CC2CCCC2)s1,10%,18%,-12%,-4%,2%,?,2%,23%,?
COc1ccc(N2CCN(C(=O)COC(=O)CNC(=O)c3cccc(OC(F)F)c3)CC2)cc1,-7%,-1%,2%,1%,66%,11%,5%,-31%[inhibitor],?
COc1ccc(CCCC(=O)NC2CCCCC2C)c(C)c1 (stereo not given),-1%,-3%,6%,3%,-3%,-1%,-7%,?,-25%
CCCCCOc1ccc(/C=C/C(=O)Nc2sc(C(C)=O)c(C)c2C(=O)OCC)cc1OC,.,.,-1%,.,.,7%,1%,21%,?
CC(C)N(Cc1nc(-c2ccc3c(c2)OCO3)no1)Cc1nccn1C,17%,-1%,2%,-11%,4%,-12%,-10%,3%,?
O=C(Nc1ccc([N+](=O)[O-])cc1)c1nc[nH]c1C(=O)NC1CCCCC1,9%,10%,17%,7%,1%,1%,?,25%,17%
O=C(NNC(=O)c1ccco1)c1ccc(NS(=O)(=O)c2cccs2)cc1,-1%,12%,0%,6%,-66%[inhibitor],40%[activator],15%,-33%[inhibitor],?
CN1NC(=O)CC1c1ccccc1 (stereo not given),6%,-1%,0%,-8%,3%,-7%,?,-15%,23%
O=C1NC2(CCC3(CC2)OCCO3)NN1c1ccccc1,0%,6.5µM*,-27%,7.3µM*,?,?,-21%,-4%,-9%
O=C(COc1ccc(F)cc1Br)N1CCc2ccccc21,-13%,23%,0%,20%,-20%,4%,-1%,3%,-8%
COC(=O)[C@@]1(C(C)C)N=C(c2cc(OC)c(OC)c(OC)c2)[C@]2(O1)C(=O)N(Cc1ccc(OC)cc1)c1ccc(Br)cc12,0%,25%,6%,5%,.,26%,3%,0%,4%
CN1CCN(C2CN(Cc3cn(Cc4ccc(Cl)cc4)nn3)S(=O)(=O)C2)CC1 (stereo not given),13%,10%,5%,4%,.,9%,4%,6%,-2%
CC(NS(=O)(=O)c1ccc(Cl)c(Cl)c1)C(=O)OCC(=O)Nc1ccc2c(c1)OCO2 (stereo not given),-2%,0%,-6%[7.66 µM],15%,-6%,4%[7.66 µM],14%,-11%,-2%
NC(=O)CC[C@@H]1NC(=O)[C@@H]2CCCN2C(=O)c2cc([N+](=O)[O-])cc(F)c2NCCC[C@@H](C(N)=O)NC1=O,-4%,10%,-16%,4%,4%,2%,?,-4%,27%
COc1ccc(NC(=O)c2cc3n(n2)C(C(F)(F)F)CC(c2ccc(OC)cc2)N3)cc1 (stereo not given),-10%,?,-8%,-26%,-2%,0%,5%,-5%,11%
Cc1ccc(CN2CC(N3CCN(CC4CC4)CC3)CS2(=O)=O)cc1 (stereo not given),14%,28%,1%,20%,.,-24%,0%,0%,-7%
COC(=O)C1=C(c2ccccc2)c2ccccc2S(=O)(=O)N1CC(=O)Nc1cccc(C(C)=O)c1,1%,.,0%,.,.,-13%,-9%,-7%,-23%
COc1ccc(NS(=O)(=O)c2cc(C(=O)N3CCC3)ccc2C)cc1,3%,2%,-4%,2%,-29%,11%,9%,8%,0%
CCC1(c2ccc(OC)cc2)NC(=O)N(CC(=O)c2ccc3c(c2)OCCO3)C1=O (stereo not given),-4%,-3%,-15%,-1%,-7%,-30%,25%,1%,?

# Compounds from the list above with bromine (2):
SMILES,GLP1R ag,HT1080NT lethal,GLP1R cytotox,HT1080 IDH1KD tx,SW480 rereplic,GLP1R inv ag,KB-3-1 cytotox,TDP-43 yeast inh,KB-V1 MDR tox
O=C(COc1ccc(F)cc1Br)N1CCc2ccccc21,-13%,23%,0%,20%,-20%,4%,-1%,3%,-8%
COC(=O)[C@@]1(C(C)C)N=C(c2cc(OC)c(OC)c(OC)c2)[C@]2(O1)C(=O)N(Cc1ccc(OC)cc1)c1ccc(Br)cc12,0%,25%,6%,5%,.,26%,3%,0%,4%

# Continued:
SMILES,GLP1R ag,HT1080NT lethal,GLP1R cytotox,HT1080 IDH1KD tx,SW480 rereplic,GLP1R inv ag,KB-3-1 cytotox,TDP-43 yeast inh,KB-V1 MDR tox
COc1ccc(Cn2c(SCC(=O)N(C)Cc3ccccc3)nc3ccccc32)cc1,.,.,-16%,.,.,?,-24%,0%,?
N=C1CCCN1c1ccccc1O,4%,5%,-8%,19%,1%,17%,11%,-6%,14%
N#Cc1c[nH]n2c(NC3CCCCC3)c(-c3cccc(Cl)c3)nc12,.,.,-8%,.,.,6%,5%,14%[9.22 µM],?
O=[N+]([O-])c1ccc(/C=N/Nc2nc(N3CCCC3)nc(N3CCCC3)n2)o1,0%,?,?,?,-2%,-8%,4%,16%,21µM*
Cc1ccc(S(=O)(=O)NC(=O)C2(C)CCN2C(=O)C2(c3ccc(Cl)cc3)CCC2)cc1 (stereo not given),-5%,-5%,-1%,1%,.,-25%,0%,?,4%
CCC(c1nnnn1Cc1ccco1)N1CCN(C(=O)c2ccco2)CC1 (stereo not given),-7%,-5%,23%,1%,2%,17%,-1%,4%,-16%
O=C(c1ccc(Br)c([N+](=O)[O-])c1)N1CCN(Cc2ccccc2)CC1,4%,-10%,0%,1%,-5%,9%,3%,-2%,1%
CCC(CC)NCc1ccc(OC)cc1OC,-9%,5%,8%,0%,-5%,34%[activator],-1%,0%,-25%
COc1ccc2cnn(CCOc3ccccc3)c(=O)c2c1OC,0%,14%,-4%,15%,1%,-25%,-2%,22%,?
C=CCOc1ccccc1CNCc1ccc(F)cc1,2%,1%,0%,-1%,-14%,12%,7%,-1%,?
O=C(CSc1ncccn1)NCc1cccc(Cl)c1,9%,-3%,5%,0%,4%,-3%,7%,27%,13%

# 2 records drawn at random from the list so far:
SMILES,GLP1R ag,HT1080NT lethal,GLP1R cytotox,HT1080 IDH1KD tx,SW480 rereplic,GLP1R inv ag,KB-3-1 cytotox,TDP-43 yeast inh,KB-V1 MDR tox
CCC(c1nnnn1Cc1ccco1)N1CCN(C(=O)c2ccco2)CC1 (stereo not given),-7%,-5%,23%,1%,2%,17%,-1%,4%,-16%
COc1ccc2cnn(CCOc3ccccc3)c(=O)c2c1OC,0%,14%,-4%,15%,1%,-25%,-2%,22%,?
